Anesthetic bind: qHTS Assay for Identification of Novel General Anesthetics. AID 485281, 2010. Potency, µM (top dose mostly 77.5 µM), for the others: at the top dose activity change, negative = displacement, actives largely listed as inhibitors. 350,000 compounds, 0.074% hits. apoferritin/1-aminoanthracene competitive binding, fluorescence. Ferritin light chain (Equus caballus), P02791; also: potency is read from the fitted curve at half-maximal effect; % is scaled to controls: 0 for no effect and ±100 for the full control effect; nearly all actives have a fitted effect of over 20% in size
Target sequence (P02791 2-175 limits assumed): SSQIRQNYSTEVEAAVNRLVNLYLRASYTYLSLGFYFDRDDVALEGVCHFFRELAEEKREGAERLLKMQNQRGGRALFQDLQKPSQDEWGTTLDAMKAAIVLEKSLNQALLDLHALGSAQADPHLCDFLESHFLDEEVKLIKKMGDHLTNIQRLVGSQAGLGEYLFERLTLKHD
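Horse-spleen apoferritin (10 uM) was mixed with 50% saturated 1-aminoanthracene in PBS, exposed to compounds for 10 min at room temperature, and read for fluorescence (ex 380 nm, em 535 nm). Competitive displacement was fitted with a four-parameter Hill equation.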
LDHA inh: qHTS assay for inhibitors of human lactate dehydrogenase; activity change, % (values are at about 110 or 230 µM); 480,000 compounds, 0.15% hits; L-lactate dehydrogenase A chain (Homo sapiens), P00338; AID 1347041, 2019; purified LDHA, NADH/diaphorase-resazurin fluorescence; stronger effect = lower value; in the data active = activity change below about -30%; inconclusive = mostly about -25% to -30%;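 also: plate controls were DMSO wells for no effect and wells without enzyme for full effect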
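Human LDH5 (2 nM) was incubated with 0.06 mM NADH and 0.2 mM pyruvate for 5 min at room temperature in Tris pH 7.4. Remaining NADH was coupled through diaphorase/resazurin, and resorufin fluorescence was read at 0 and 20 min.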
ALOX12 inh: Primary qHTS assay for inhibitors of human arachidonate 12S-lipoxygenase (ALOX12): Round 2; purified 12hLO, xylenol orange hydroperoxide absorbance; 580,000 compounds, 1.1% hits; Potency, µM (highest dose often 108 µM), inactives show top-dose activity change, negative = inhibition, usual class: inhibitors; also: potency is read from the fitted curve at half-maximal effect; % is scaled to controls: 0 for no effect and ±100 for the full control effect
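Purified human 12hLO at 150 nM in 25 mM Hepes, 0.01% Triton X-100, pH 7.0, preincubated 15 min at room temperature with compound. Reaction started with 40 uM arachidonic acid, 30 min at room temperature. Hydroperoxide measured by Fe-xylenol orange, 573/405 nm absorbance ratio.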
POLK inh: qHTS for Inhibitors of Polymerase Kappa; DNA polymerase kappa (Homo sapiens), Q9UBT6; purified Pol kappa, fluorescent DNA synthesis assay, 10 min; Potency, µM (top dose mostly 107 µM), for the others: top-dose activity, negative = inhibition, actives largely listed as inhibitors; 400,000 compounds, 0.53% hits; AID 588579, 2011; also: potency is read from the fitted curve at half-maximal effect; % is scaled to controls: 0 for no effect and ±100 for the full control effect
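First, compounds were pin-transferred onto 10 nM Pol kappa. After 15 min at room temperature, substrate was added to 50 nM final. Fluorescence was then measured kinetically at 0 and 10 min.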
ERG-DNA inh: qHTS for Small Molecule Inhibitors of the ERG Ets/DNA interaction; Transcriptional regulator ERG (Homo sapiens), P11308; fluorescence polarization, His-ERG Ets domain / labelled DNA; Potency, µM (doses to about 76.9 µM), without a hit: at the highest dose FP activity, negative = inhibition, hits mostly inhibitors; 370,000 compounds, 0.028% hits; AID 624246, 2012; active = well fitted inhibition curve with a large enough effect in the polarisation, with a control signal flat; inconclusive = small, poorly fitted or top-dose-only effect, or effect the other way, or a change in a side signal; inactive = no such curve, though single readings can be large or run the other way; the % refers to the polarisation;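 also: polarization taken with two DNA probes labelled with fluorescein and Texas red; potency is read from the fitted curve at half-maximal effect; % of control where 0% means no effect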
Target sequence (P11308 whole entry, looked up, the tested form may be a part): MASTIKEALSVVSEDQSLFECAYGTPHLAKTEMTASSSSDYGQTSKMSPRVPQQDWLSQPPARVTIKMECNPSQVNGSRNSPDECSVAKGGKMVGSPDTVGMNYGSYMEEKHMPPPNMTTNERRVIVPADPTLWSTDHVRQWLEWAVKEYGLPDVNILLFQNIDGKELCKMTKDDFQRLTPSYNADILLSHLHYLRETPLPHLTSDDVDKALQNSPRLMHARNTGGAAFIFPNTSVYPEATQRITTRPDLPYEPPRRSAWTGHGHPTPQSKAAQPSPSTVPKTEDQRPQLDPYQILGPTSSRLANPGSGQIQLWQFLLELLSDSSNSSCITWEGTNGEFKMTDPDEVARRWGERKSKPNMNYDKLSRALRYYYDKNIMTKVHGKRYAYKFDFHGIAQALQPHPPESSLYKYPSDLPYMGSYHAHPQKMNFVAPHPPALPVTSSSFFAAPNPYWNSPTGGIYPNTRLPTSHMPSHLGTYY
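His-tagged ERG Ets domain (1 uM in the protein solution; 300mM KCl, 50mM Tris-HCl, 1mM EDTA, 1mM DTT, pH 7.5) received compound, then a probe mix of 5 nM fluorescein-DNA and 100nM Texas-615-DNA. Fluorescence polarization was read for both dyes.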
POLB inh: qHTS Assay for Inhibitors of DNA Polymerase Beta | Pol beta primer extension/strand displacement, fluorescence kinetic | Potency, µM (titrated, usually from 114 µM), inactives show top-dose activity change, negative = inhibition, hits mostly inhibitors | 340,000 compounds, 1.3% hits | AID 485314, 2010; also: potency is read from the fitted curve at half-maximal effect; % is scaled to controls: 0 for no effect and ±100 for the full control effect
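Curves were derived by four-parameter Hill fits of normalized qHTS data. The kinetic fluorescent primer-extension read was taken at 0 and 10 min after 50 nM substrate, following a 15 min room-temperature preincubation of 10 nM enzyme with compounds.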
RGS4 inhibitor: Inhibitors of Regulator of G Protein Signaling (RGS) 4: qHTS. Transcreener GDP fluorescence polarization, RGS4-accelerated GTP hydrolysis. 390,000 compounds, 0.039% hits. Potency, µM (highest dose often 114 µM), inactives show at the highest dose activity change, negative = inhibition, hits mostly inhibitors; also: potency is read from the fitted curve at half-maximal effect; % is scaled to controls: 0 for no effect and ±100 for the full control effect; nearly all actives have a fitted effect of over 75% in size; some results filed as inactive show a strong effect at the top dose
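MLSMR compounds (23 nl, pin-transferred) preincubated 10 min at room temperature with a 500nM (2x) first reagent, then RGS4 at 900nM (2x) plus Transcreener GDP mix added; fluorescence polarization (620/688 nm) read before and after 90 min at 30 °C.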
Pol eta inh: qHTS for Inhibitors of Polymerase Eta; DNA polymerase eta (Homo sapiens), Q9Y253; recombinant Pol eta, fluorescent DNA replication assay; AID 588591, 2011; 390,000 compounds, 1.2% hits; Potency, µM (top dose mostly 114 µM), without a hit: at the highest dose activity change, negative = inhibition, usual class: inhibitors; also: potency is read from the fitted curve at half-maximal effect; % is scaled to controls: 0 for no effect and ±100 for the full control effect
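Pol eta at 10 nM preincubated with compounds 15 min at room temperature; reaction started with fluorescent substrate (50 nM final) and read kinetically at 0 and 10 min.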
APE1 inh: qHTS Assay for Inhibitors of the Human Apurinic/apyrimidinic Endonuclease 1 (APE1) | 350,000 compounds, 0.35% hits | recombinant APE1, TAMRA/BHQ-2 abasic DNA cleavage fluorescence | Potency, µM (series often up to 65.8 µM), for inactives: top-dose activity change, negative = inhibition, actives largely listed as inhibitors | DNA repair nuclease/redox regulator APEX1 (Homo sapiens), P27695 | AID 2517, 2012;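 also: potency is read from the fitted curve at half-maximal effect; plate controls were vehicle for no effect and reference inhibitor for full effect; nearly all actives have a fitted effect of over 55% in size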
Target sequence (P27695 whole entry, looked up): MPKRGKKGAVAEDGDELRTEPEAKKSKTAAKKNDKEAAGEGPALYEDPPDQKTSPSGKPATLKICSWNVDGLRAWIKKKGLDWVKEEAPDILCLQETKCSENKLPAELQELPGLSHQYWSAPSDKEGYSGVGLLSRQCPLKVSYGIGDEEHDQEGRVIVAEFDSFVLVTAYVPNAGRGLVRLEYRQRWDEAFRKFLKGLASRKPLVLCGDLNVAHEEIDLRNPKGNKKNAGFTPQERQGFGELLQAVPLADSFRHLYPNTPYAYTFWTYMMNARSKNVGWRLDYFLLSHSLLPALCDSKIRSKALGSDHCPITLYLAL
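Kinetic fluorescence read (525 ex/598 em nm, three reads 60 s apart) of AP-site incision; signal = third minus first read. Enzyme 0.75 nM, dual-labelled THF duplex 50 nM, compound preincubation 15 min RT.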
* hit, by the source's call; ? = inconclusive; nt = not tested or not shown; [ ] = dose if it differs, or a comment. Unless noted, calls follow the shape of the dose curve; as a rule, active = well fitted curve in the direction sought with a large enough effect; inconclusive = small, poorly fitted or top-dose-only effect, or another doubt; inactive = no such curve, though single readings can be large; an effect the other way counts as inactive or inconclusive. Not all compounds are listed; rates above refer to the full screens.

No. | smiles | Anesthetic bind | LDHA inh | ALOX12 inh | POLK inh | ERG-DNA inh | POLB inh | RGS4 inhibitor | Pol eta inh | APE1 inh
1 | COC(=O)c1ccccc1NC(=O)c1ccc2nccnc2c1 | -19% | -2 | 451%[activator] | ? | 4% | 3.2µM* | 16% | 32µM* | -8%
2 | O=C1CC(C(=O)Nc2ccccc2)C2(CCCC2)O1 (centres undefined) | -2% | -1 | 0% | -11% | -5% | -9% | 24%[56.9 µM] | -1% | 0%
3 | C#C[C@]1(O)CC[C@H]2[C@@H]3CCC4=Cc5oncc5C[C@]4(C)[C@H]3CC[C@@]21C | nt | -8 | ? | -3% | 21% | nt | 6% | -14% | nt
4 | Cc1ccc(C(=O)NN2C(=O)C3C4c5ccccc5C(c5ccccc54)[C@@H]3C2=O)cc1 (some centres undefined) | 1% | -2 | 5% | -5% | -6% | 52% | -32% | -17% | 12%
5 | CC1Cc2ccccc2N1C(=O)c1nn(C)cc1Br (centres undefined) | -24% | -4 | 12% | -2% | 4% | 11% | 9% | -12% | 0%
6 | CCOc1ccc(CCNC(=O)C2CCN(c3nn4c(=O)cc(C)nc4s3)CC2)cc1 | -11% | -3 | 0% | 5% | -11% | 2% | -13% | -10% | -1%
7 | Cc1ccc(Nc2nnc(-c3ccc(C)c(S(=O)(=O)N4CCN(C)CC4)c3)c3ccccc23)c(C)c1 | ? | -2 | -1% | 7% | 0% | 1% | -21% | -23% | nt
8 | Cc1ccc(NC(=O)CN2C(=O)CCc3cc(S(=O)(=O)N4CCCCC4)ccc32)cc1C | 9% | -4 | -9% | -4%[60.1 µM] | -5% | -5% | -9% | -9% | nt
9 | O=C(Nc1ncc2c(n1)-c1ccccc1CC2)C1CC1 | -6% | 4 | ? | 3% | 4% | 83% | ? | -14% | 2%
10 | O=C(Nc1ccc(Cl)cc1)Nc1nnc(SCc2ccccc2)s1 | 7% | -6 | -14% | -7% | 4% | 10% | 19% | -8% | 3%
11 | O=C(Nc1c(F)cccc1F)c1cnc(N2CCN(c3ccccn3)CC2)c2ccccc12 | 150%[activator] | 1 | 20% | -5% | 0% | -8% | -5% | -14% | -8%
12 | COc1ccc(S(=O)(=O)N(CCN2CCOCC2)Cc2cc(OC)ccc2OC)cc1 | 1% | -7 | 27% | -4% | -1% | 3% | -8% | -2% | 13%
13 | CC(C)(C)C(=O)OCOC(=O)[C@@H]1N2C(=O)[C@@H](NC(=O)[C@H](N)c3ccccc3)[C@H]2SC1(C)C | -8%[29.3 µM] | nt | 8%[22.9 µM] | -6%[12 µM] | nt | nt | nt | nt | 1%[21 µM]
14 | CCn1c(SCC(=O)OC)nnc1-c1ccc(C)cc1 | 9% | -1 | -10% | 2% | 3% | 9% | 5% | -4% | 14%
15 | N#Cc1ccc(Oc2ccc(-c3nc4ccccc4nc3-c3ccccc3)cc2)cc1C#N | -7% | -1 | -1% | 2% | -3% | 2% | -8% | -12% | 5%
16 | CCN=C1SC(C(=O)Nc2cccc(C)c2)CC(=O)N1CC (centres undefined) | -3% | -2 | -12% | 1% | 3% | 33% | -2%[11.4 µM] | -1% | ?
17 | COc1cc(/C=N\NC(=O)CNC(=O)c2cccc([N+](=O)[O-])c2)ccc1O | ? | -5 | 11% | -11% | 1% | -13% | ? | -7% | -2%
18 | Cc1cc(C(=O)NCCc2ccccc2)c2cc(F)ccc2n1 | -8% | -7 | -4% | 2% | -1% | 11% | 13% | -23% | -3%
19 | Cc1ccc(NC(=O)/C(C#N)=N/Nc2ccc(C(=O)O)cc2)c(C)c1 | -13% | -6 | -26% | -10% | -6% | 35% | -16% | -13% | -6%
20 | COC(=O)c1ncn(C2OC(COC(C)=O)C(OC(C)=O)C2OC(C)=O)n1 (centres undefined) | -1% | 0 | -4% | -12% | -4% | 36% | -1% | -3% | 3%
21 | COc1cccc(N2CCN(S(=O)(=O)c3cc4c(cc3Cl)NC(=O)CO4)CC2)c1 | -9% | -6 | 2% | -11% | -12% | ? | -3% | 10% | -6%
22 | CN(C)NC(=O)C(NC(=O)c1ccc(N)cc1)C12CC3CC(CC(C3)C1)C2 (centres undefined) | -9% | 3 | -12% | 1% | -7% | -2% | ? | 4% | 1%
23 | CC(=O)Nc1ccc(NC(=O)CCCn2nc(C)c3sc4ccccc4c3c2=O)cc1 | -2% | -2 | -18% | -4% | -3% | -25% | 7% | -8% | nt
24 | CCOC(=O)C1(Cc2cccc(Cl)c2)CCCN(C(=O)CCSC)C1 (centres undefined) | 2% | -3 | ? | -3% | 0% | -1% | 13% | -4% | 6%
25 | Cc1cccc(Nc2c3c(nc4nncn24)CCC3)c1C | -4% | -8 | -2% | 4% | -5% | 15% | 4% | -5% | nt
26 | CCOc1ccccc1C1CC(=O)NC(SCC)=C1C#N (centres undefined) | 0% | 1 | -3% | -4% | nt | 1% | -29% | -1% | 7%
27 | COC(=O)c1ccc(Oc2c(C)oc3cc(OCc4cnn(-c5ccccc5)c4)ccc3c2=O)cc1 | 4% | -6 | -16% | -9% | -2% | 2% | 36% | -4% | -12%
28 | O=C(/C=C/c1cccs1)c1ccco1 | nt | -1 | 0% | 15% | 12% | nt | -30% | -17% | nt
29 | Cc1ccc(NS(=O)(=O)c2ccc(C)c(NC(=O)COc3ccccc3)c2)c(C)c1 | -10% | -1 | 0% | -11% | 6% | ? | 27% | -13% | -3%
30 | CCCOc1ccc(/C=C2/C(=O)ON=C2C)cc1OCC | -10% | -7 | ? | -2% | 7% | 2% | ? | -18% | 19%
31 | C=CCOc1c(Br)cc(/C=C2/C(=O)ON=C2C)cc1OC | -11% | 4 | 16µM* | -3% | 17% | 0% | -2% | -12% | 0%
32 | CCOc1ccc(NC(=O)C2CC(=O)N(C(C)C)C2)cc1 (centres undefined) | 2% | -2 | -13% | 1% | -9% | ? | 10% | 9% | ?
33 | CCOc1cc(CNc2ccc(O)cc2)cc(Cl)c1OCc1ccccc1 | ? | 30 | 116%[activator] | -25% | -16% | -29% | -20% | -12% | nt
34 | CCC(=O)NCCc1nc2ccccc2n1CC(=O)c1ccccc1 | -12% | -6 | 0% | -19% | -9% | 25% | 2% | -19% | 14%
35 | Cc1cccc(N2C(=O)N(Cc3cccc(C#N)c3)c3ccccc3S2(=O)=O)c1 | 16% | -6 | -22% | -6%[60.1 µM] | 5% | 26% | 27% | -17% | nt
36 | COc1ccc(CN2CCNC(=O)C2CC(=O)N2CCCCO2)cc1OC (centres undefined) | -4% | -1 | 9% | 5%[60.1 µM] | 0% | 24% | 0% | -9% | 2%
37 | CCCn1c(N)c(N(CCOC)C(=O)c2ccc(F)cc2)c(=O)[nH]c1=O | 12% | -11 | -12% | -2% | 8% | -4% | 3% | -5% | -5%[12.4 µM]

Ordered by number of heavy atoms (highest first): 8 of the compounds above.
No. | smiles | Anesthetic bind | LDHA inh | ALOX12 inh | POLK inh | ERG-DNA inh | POLB inh | RGS4 inhibitor | Pol eta inh | APE1 inh
27 | COC(=O)c1ccc(Oc2c(C)oc3cc(OCc4cnn(-c5ccccc5)c4)ccc3c2=O)cc1 | 4% | -6 | -16% | -9% | -2% | 2% | 36% | -4% | -12%
29 | Cc1ccc(NS(=O)(=O)c2ccc(C)c(NC(=O)COc3ccccc3)c2)c(C)c1 | -10% | -1 | 0% | -11% | 6% | ? | 27% | -13% | -3%
35 | Cc1cccc(N2C(=O)N(Cc3cccc(C#N)c3)c3ccccc3S2(=O)=O)c1 | 16% | -6 | -22% | -6%[60.1 µM] | 5% | 26% | 27% | -17% | nt
36 | COc1ccc(CN2CCNC(=O)C2CC(=O)N2CCCCO2)cc1OC (centres undefined) | -4% | -1 | 9% | 5%[60.1 µM] | 0% | 24% | 0% | -9% | 2%
37 | CCCn1c(N)c(N(CCOC)C(=O)c2ccc(F)cc2)c(=O)[nH]c1=O | 12% | -11 | -12% | -2% | 8% | -4% | 3% | -5% | -5%[12.4 µM]
34 | CCC(=O)NCCc1nc2ccccc2n1CC(=O)c1ccccc1 | -12% | -6 | 0% | -19% | -9% | 25% | 2% | -19% | 14%
32 | CCOc1ccc(NC(=O)C2CC(=O)N(C(C)C)C2)cc1 (centres undefined) | 2% | -2 | -13% | 1% | -9% | ? | 10% | 9% | ?
28 | O=C(/C=C/c1cccs1)c1ccco1 | nt | -1 | 0% | 15% | 12% | nt | -30% | -17% | nt
